FN deposition inh: fibronectin deposition inhibition; AH1F fibroblasts, Alexa488-fibronectin deposition fluorescence, overnight; inhibition, % at 12.6 µM; hit rate 0.086% among 350,000; AID 743247;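 active = mean inhibition across replicates of 30% or more, regardless of how many single replicates reach that level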;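 note: positive control wells lacked labelled fibronectin entirely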
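material = AH1F fibroblast monolayer depositing Alexa488-labelled fibronectin into matrix | amount = 10000 AH1F cells/well | buffer or medium = DMEM plus 2% serum, read in PBS | incubation = 1 h cell adhesion before compound, then overnight fibronectin incubation | detection = fluorescence at 485 nm excitation, 525 nm emission | evaluation = percent inhibition as loss of matrix-bound fibronectin fluorescence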
RAD54 inh: blocks human RAD54 Holliday junction branch migration | Q92698 | FAM/BHQ fluorescence | inhibition, % at 10.4 µM | hit rate 0.14% among 360,000 | AID 602329;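 active = mean normalized replicate activity at least 40 and at least half of replicates scoring 40 or more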;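 note: 0% = median of neutral control wells and 100% = median of positive control wells; inhibitors cause a drop in the FAM fluorescence signal; in these data hits start at about 50%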
Target sequence (Q92698 whole entry, looked up): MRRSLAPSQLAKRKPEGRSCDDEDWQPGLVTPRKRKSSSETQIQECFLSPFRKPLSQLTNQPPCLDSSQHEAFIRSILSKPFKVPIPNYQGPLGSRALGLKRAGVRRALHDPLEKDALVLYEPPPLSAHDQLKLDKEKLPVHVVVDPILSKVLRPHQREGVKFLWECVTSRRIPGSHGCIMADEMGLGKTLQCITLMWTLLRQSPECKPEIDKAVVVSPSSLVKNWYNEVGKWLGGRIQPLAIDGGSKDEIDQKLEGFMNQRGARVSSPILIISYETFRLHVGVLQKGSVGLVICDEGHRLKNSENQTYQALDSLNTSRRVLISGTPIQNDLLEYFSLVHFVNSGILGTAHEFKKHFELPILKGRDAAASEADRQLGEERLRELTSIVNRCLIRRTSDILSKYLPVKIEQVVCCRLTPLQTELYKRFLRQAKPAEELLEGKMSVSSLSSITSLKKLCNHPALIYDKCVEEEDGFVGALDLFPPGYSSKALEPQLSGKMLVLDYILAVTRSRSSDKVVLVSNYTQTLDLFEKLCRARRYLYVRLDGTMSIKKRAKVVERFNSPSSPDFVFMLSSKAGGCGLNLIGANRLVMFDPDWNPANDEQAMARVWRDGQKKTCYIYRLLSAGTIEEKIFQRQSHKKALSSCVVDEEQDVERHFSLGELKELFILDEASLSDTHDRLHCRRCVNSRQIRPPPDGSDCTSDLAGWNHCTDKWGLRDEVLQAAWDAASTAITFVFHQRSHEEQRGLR
esBAF inh: inhibitors of esBAF chromatin remodeling in mouse ES cells; Bmi1-luciferase knock-in reporter, 24 h; 100% = twice the neutral-well signal; reporter increase, % at 12.5 µM; hit rate 2% among 350,000; AID 602393; in the data active = activation above about 40%;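 note: 0% = median of the plate's neutral control wells and 100% = double that signal; a rise in the Bmi1 reporter signal indicates esBAF inhibition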
The depositor's hits bear a star. A portion of the library (hit frequency here may not be typical).

SMILES	FN deposition inh	RAD54 inh	esBAF inh
COc1ccc(C(=O)CC(Nc2ccc([N+](=O)[O-])cc2)c2ccc(Cl)cc2)cc1 (centres undefined)	-11	3	-3
CCc1cccc(OCCCN2C(=O)NC(C)(C)C2=O)c1	3	9	-5
Cc1nn(CC(=O)NCc2cccc3ccccc23)c(=O)c2ccccc12	5	2	-12
CC(C)C(NC(=O)OCc1ccccc1)C(=O)O (centres undefined)	3	-1	-10
O=C(O)c1ccc(CS(=O)c2cccc(C(F)(F)F)c2)o1 (centres undefined)	-1	2	-7
COc1ccc(NC(=O)CC2C(=O)N(c3ccc(OC)cc3)C(=O)N2CCN2CCN(C)CC2)cc1 (centres undefined)	-1	4	-2
CC(Sc1nnc(-c2ccc(Cl)cc2Cl)n1Cc1ccccc1)C(=O)Nc1nccs1 (centres undefined)	-164	-2	11
O=C(Nc1cccnc1)c1cccnc1	2	-15	2
CC(CCc1ccc(O)cc1)N(C)CCc1ccccc1 (centres undefined)	3	-4	-2
CC(C)CCNC(=O)c1cccc(Cl)c1	-1	-14	10
CCCC(=O)Nc1cc(C)c(NC(=O)C23CC4CC(CC(C4)C2)C3)cn1	-2	-4	5
CCOC(=O)N1CCN(C(=O)CC(C(=O)N2CCc3ccccc32)n2ccnc2)CC1 (centres undefined)	5	0	4
CCCN1C(=O)/C(=C2\SC(N3CCCCC3)=NC2=O)c2ccccc21	-4	11	74*
CCNc1ccc(Br)cc(C(=O)/C=C/c2ccccc2Cl)c1=O	4	6	5
CC1(C)Cc2c(cnn2-c2ccccc2)C(=O)/C1=N\NC(=O)c1ccncc1	-9	2	-4
O=C(CSc1nnc(-c2ccccc2O)o1)Oc1ccc(OCc2ccccc2)cc1	0	0	32
CCOc1ncccc1C(=O)Nc1cccc(C(=O)Nc2cccc(S(=O)(=O)CCO)c2)c1	-2	7	-13
CCOc1ccc2nc(SC(C)C(N)=O)[nH]c2c1 (centres undefined)	-9	-6	6
O=C(Nc1ccc(N2CCCCC2)c(Cl)c1)c1cccnc1	-1	-21	49*
Cc1cccc(NC(=S)NNC(=O)c2csc3c2CCCC3)c1	14	-2	3
CCc1cc2c(NCCC(=O)O)ncnc2s1	-11	10	-9
Cc1ccc(NC(=O)Nc2ccc(C(=O)N3CCOCC3)cc2)cc1	-4	0	6
Cc1[nH]n(-c2ccccc2)c(=O)c1-c1cccc(Cl)c1	3	-1	-8
Cc1ccc(/C=N/n2c(C)nnc2C)s1	3	-4	0
CCC1CCC2(CC1)NC(CO)(CO)CO2 (centres undefined)	1	6	-1
c1cn(C23CC4CC(CC(C4)C2)C3)cn1	5	-7	-2
COc1ccc(CCN2C(=O)CC(N3CCN(c4ccccn4)CC3)C2=O)cc1OC (centres undefined)	1	-6	1
O=C(OCc1ccc2c(c1)OCO2)c1cccc(S(=O)(=O)N2CCCCC2)c1	-2	-9	8
CCOC(=O)N1CCC(NC(=O)C(CC(C)C)NC(=O)C2CCCCC2)CC1 (centres undefined)	-3	-8	17
NC(=O)CN1CCOCCOCCN(CC(N)=O)CCOCCOCC1	0	-10	-7
COC(=O)C1C(=O)NC(SC)=C(C#N)C1c1ccccc1F (centres undefined)	-5	-2	1
O=C(c1ccc(CS(=O)(=O)Cc2ccc(Cl)cc2)o1)N1CCCC1	2	3	-4
NC(=O)COC(=O)CNC(=O)c1ccc(Cl)cc1	1	-2	-5
COc1ccc(C2N(c3cc(C)on3)C(=O)C3CCCN32)cc1OC (centres undefined)	4	-14	-5
O=C(c1cccs1)N1CCN(c2ncccn2)CC1	7	-14	9
O=C(c1ccccc1)N1CCCCC(S(=O)(=O)c2ccc3ccccc3c2)C1=O (centres undefined)	-1	2	-5
Cc1ccccc1NC(=O)COc1nsnc1N1CCOCC1	-41	2	5
COc1ccc(C)cc1NC(=O)C1C2C=CC(C2)C1C(=O)O (centres undefined)	-21	7	0
Cc1nnc(SCCn2c(N3CCCCCC3)nc3c2c(=O)[nH]c(=O)n3C)s1	5	-5	-1
CCN(c1ccccc1)S(=O)(=O)c1ccc(NC(=O)C(C)(C)C)cc1	7	3	3
O=C(c1ccc(F)cc1F)N1CCN(c2ncccn2)CC1	6	8	-5
COc1cc(C2NC(=O)NC(c3ccccc3)=C2C(C)=O)ccc1OCC(=O)O (centres undefined)	-3	4	-4
CC1=CC(C)=Nc2ccccc2N1	1	2	24
O=C(O)C1C2C=CC(C3CC23)C1C(=O)N1CCc2ccccc21 (centres undefined)	-6	2	-7
CCn1cc(C(=O)OCC(=O)NCc2ccc3c(c2)OCO3)c(=O)c2ccc(C)nc21	5	8	2
COc1ccc(C(=O)SC2=NCCS2)cc1OC	-1	1	16
CC1CC(=O)C2=C(C1)Nc1ccccc1N(C(=O)COc1ccccc1)C2c1ccco1 (centres undefined)	-6	3	2
COCc1nnc(NC(=O)CCCOc2ccccc2OC)s1	6	12	-2
Cc1cc(Nc2ccc3c(c2)OCCO3)n2ncnc2n1	-16	-4	-5
Cn1c(SCC(=O)NCc2cccs2)nnc1-c1ccco1	9	-10	-6
Cc1ccc(C)c(N2CCN(C(=O)c3ccc4nc(-c5ccco5)c(-c5ccco5)nc4c3)CC2)c1	17	-32	0
N#Cc1c(N)n(CCCN2CCOCC2)c2nc3ccccc3nc12	11	38	3
Cc1cc(C)nc(SCc2ccc3nonc3c2)n1	-1	-11	3
CCC(C)NC(=O)CSC1=Nc2ccccc2C2=NC(CC(=O)NCc3ccccc3)C(=O)N12 (centres undefined)	7	-3	-1
CCOC(=O)Nc1ccc(C(N)=O)cc1	-9	-2	-9
COc1ccc(C)cc1NC(=O)Nc1ccc(Br)cn1	12	7	13
Cc1ccc(C2C(C#N)C(C#N)N3CCCN23)cc1 (centres undefined)	3	-8	-9
CSC1=C(C#N)C(c2ccc3c(c2)OCO3)C2=C(CCCC2=O)N1 (centres undefined)	-4	-4	2
CC(C)Cn1cnc2c1c(=O)n(CC(O)c1ccccc1)c(=O)n2CC(C)C (centres undefined)	-1	-8	-6
CN1CCc2c(sc(/N=C/c3ccco3)c2C(N)=O)C1	2	-1	-6

(further entries)
SMILES	FN deposition inh	RAD54 inh	esBAF inh
Cn1c(Cc2cccs2)nnc1SCC(=O)N1CCc2ccccc21	-7	-19	-2
O=C(c1cccc(S(=O)(=O)N2CCOCC2)c1)N1CCOCC1	12	-1	1
O=C(c1cc2cc(Br)cc(Br)c2oc1=O)N1CCCC1	4	-3	-7
Cc1ccc(-c2nnn(CC(=O)Nc3cccc4cccnc34)n2)o1	6	-7	-3
CN(C)S(=O)(=O)N1CCN(c2cccc(Cl)c2)CC1	7	-3	-3
COc1cccc(C2C(C#N)=C(N)Oc3c2oc(CO)cc3=O)c1OC (centres undefined)	10	12	21
N#CCCn1c(C(C#N)(CCC#N)CCC#N)nc2ccccc21	4	-3	0
COc1cc(OC)cc(C(=O)NCC(=O)N2CCC(C)CC2)c1	1	0	-4
COc1ccc(Oc2nnc(C)c3ccccc23)cc1	7	2	50*
Cc1c(NC(=O)c2ccc(CN3CCc4ccccc4C3)cc2)c(=O)n(-c2ccccc2)n1C	4	7	-2
CC(C)CC(C(=O)Nc1oc(-c2ccco2)c(-c2ccco2)c1C#N)N1C(=O)c2ccccc2C1=O (centres undefined)	4	-8	2
COc1ccc(-c2[nH]ncc2/C=C(/C#N)C(=O)NC2CCCCC2)cc1	-1	-12	-5
Cc1csc(NC(=O)CSc2nnc(-c3ccco3)n2C)n1	-12	-3	1
Cc1cccc(OCc2nnc(SCC(=O)N3CCc4ccccc43)n2C)c1	2	2	-9
Cc1ccnc(NC(=O)CCC2CCCCC2)c1	-4	-5	49*
O=c1c2cn[nH]c2[nH]c(=S)n1-c1ccccc1	6	-4	-9
CCc1cc(C(=O)OC)c(NC(=O)CC2NCCNC2=O)s1 (centres undefined)	6	2	-7
CCOc1ccc(-n2c(SC)nc3c(c2=O)SCC3)cc1	-6	5	-3
COc1ccccc1NC(=O)COC(=O)c1cnccn1	4	10	7
NC(=O)C1CCN(C(c2ccccc2F)c2nnnn2Cc2ccco2)CC1 (centres undefined)	-8	-8	-4
CC(C)c1ccc(O)c(NC(=O)c2cncc(Br)c2)c1	5	-2	18
Nc1cccnc1Sc1cccc(Cl)c1	-2	3	6
Cc1oc(-c2cccs2)[n+]([O-])c1C	2	-12	-7
CC(C)(C)c1nnc(NS(C)(=O)=O)s1	2	3	-3
CC(=O)Nc1ccc(S(=O)(=O)N2CCN(c3ccccn3)CC2)cc1	2	-10	-7
Cc1nc2ncnn2c(C)c1CCC(=O)N1CCc2ccccc21	6	-5	-8
Cc1ccc(-c2oc3ncnc(N)c3c2-c2ccc(C)cc2)cc1	0	4	-9
CCC(CC)C(=O)NCCc1ccc(S(N)(=O)=O)cc1	-1	10	3
CCC(Sc1ccc(C(=O)O)cc1)C(=O)O (centres undefined)	-10	-8	3
CC(=O)Nc1ccc(SC(C)C(=O)NC(N)=O)cc1 (centres undefined)	-4	-15	3
O=c1oc2ccccc2n1Cn1c(=O)oc2ccccc21	3	-6	-2
O=C(NCCc1ccccc1)c1noc2c1CCc1ccccc1-2	3	4	9
CCOC(=O)N/N=C/c1ccccc1F	0	-10	35
Cc1ccc(S(=O)(=O)N2CCCC(C(=O)NCCC3=CCCCC3)C2)cc1 (centres undefined)	-1	12	9
Cc1ccc2[nH]c3c(c2c1)CN(C(=O)CN(C)CC1OCCO1)CC3	1	-5	-3
CN(C(=O)c1ccc(S(=O)(=O)N2CCCC2)cc1)C1CCCCC1	-2	-3	1

Shown as a hit in esBAF inh (from the list above):
SMILES	esBAF inh
CCCN1C(=O)/C(=C2\SC(N3CCCCC3)=NC2=O)c2ccccc21	74*
O=C(Nc1ccc(N2CCCCC2)c(Cl)c1)c1cccnc1	49*
COc1ccc(Oc2nnc(C)c3ccccc23)cc1	50*
Cc1ccnc(NC(=O)CCC2CCCCC2)c1	49*

(list continues)
SMILES	FN deposition inh	RAD54 inh	esBAF inh
O=C(O)c1ccc(COc2ccc(CO)cc2Cl)cc1	-12	1	10
COc1cccc(N(CC(=O)NC(C)c2ccccc2)S(C)(=O)=O)c1 (centres undefined)	-11	9	-3
Cc1cc(SCC(=O)NC(=O)NCc2ccco2)nc2c(C)cccc12	-10	-4	-2
COCNc1nc(OCC#N)nc(N(C)C)n1	9	0	-3
CC(C(=O)OCn1nnc2ccccc2c1=O)N1C(=O)c2ccccc2C1=O (centres undefined)	-5	-6	-6
CCn1c(CNC(=O)COc2ccc(C(C)C)cc2)nnc1SCC(=O)Nc1ccccc1	-4	-15	6
COc1cccc(NC(=O)CCCOc2cc(=O)n(C)c3ccccc23)c1	19	6	4
Cc1cc(C)c2nc3c(c(C(=O)O)c2c1)CCC3	4	-4	2
COc1cc2c(cc1NC(=S)Nc1cccc(C(F)(F)F)c1)oc1ccccc12	1	-24	14
COc1ccccc1-c1cc(C(F)(F)F)nc(N2CCN(c3ccc(F)cc3)CC2)n1	-4	4	-11
COc1cc2[nH]c(=O)n(CCCC(=O)N3CC=C(c4ccccc4)CC3)c(=O)c2cc1OC	11	3	8
CCn1c(Cc2ccccc2)nnc1SCC(=O)c1cccc([N+](=O)[O-])c1	-14	4	4
CCCc1c(C)c2ccccc2[nH]c1=O	5	-7	2
CCOc1ccc(CN2C(=O)c3ccccc3C2C(=O)NCc2cccnc2)cc1 (centres undefined)	-2	4	1
COC(=O)c1cn(NC(=O)C2COc3ccccc3O2)c(=O)c2ccccc12 (centres undefined)	-5	-11	-1
CNC(=O)c1cc2cc(OC)ccc2oc1=N	3	5	-5
COc1ccc2cc3cc(C(=O)NCc4ccc5c(c4)OCO5)oc3nc2c1	12	0	-1
O=C(CSc1nc2ccccc2[nH]1)c1ccc2c(c1)OCO2	3	-10	9
O=C(c1ccccc1)N1CCN(CC#CC2(O)CCCCC2)CC1	10	4	5
CCOC(=O)CN1CC23C=CC(O2)C(C(=O)NCc2cccs2)C3C1=O (centres undefined)	0	-9	-7
Cc1ccccc1NC(=O)C(C)O/N=C/c1cccc([N+](=O)[O-])c1 (centres undefined)	-10	-2	-7
COCCn1c(C)cc(C(=O)CSc2nc3ccccc3o2)c1C	1	-2	8
COCCCNC(=O)/C=C/c1ccc(Cl)cc1Cl	-3	-8	24
O=C(Nc1ccccc1C(=O)NCC1CCCO1)c1ccc(Cl)cc1Cl (centres undefined)	4	0	4

Seven compounds drawn at random from the list so far, as already listed:
SMILES	FN deposition inh	RAD54 inh	esBAF inh
CCOC(=O)CN1CC23C=CC(O2)C(C(=O)NCc2cccs2)C3C1=O (centres undefined)	0	-9	-7
COC(=O)c1cn(NC(=O)C2COc3ccccc3O2)c(=O)c2ccccc12 (centres undefined)	-5	-11	-1
COCCn1c(C)cc(C(=O)CSc2nc3ccccc3o2)c1C	1	-2	8
O=C(Nc1ccccc1C(=O)NCC1CCCO1)c1ccc(Cl)cc1Cl (centres undefined)	4	0	4
O=C(c1ccccc1)N1CCN(CC#CC2(O)CCCCC2)CC1	10	4	5
CCCc1c(C)c2ccccc2[nH]c1=O	5	-7	2
CNC(=O)c1cc2cc(OC)ccc2oc1=N	3	5	-5
